# Screens deposited in PubChem by Fisher Drug Discovery Resource Center.
# mcGAS MS inh: inhibitors of Mus musculus cyclic GMP-AMP synthase, initial high-throughput assay, cell-free, RapidFire MS | inhibition, % at 12.5 µM | recombinant mouse cGAS, cGAMP by RapidFire MS | AID 1259397, 2018 | Q8C6L5 | 0.18% of 130,000 active;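 active = inhibition of cGAS enzyme activity at or above 60%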;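 also: enzyme stimulated by 45 bp dsDNA with ATP and GTP substrates; cGAMP share of summed cGAMP plus half ATP and half GTP signals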
# Target sequence (Q8C6L5 whole entry, looked up): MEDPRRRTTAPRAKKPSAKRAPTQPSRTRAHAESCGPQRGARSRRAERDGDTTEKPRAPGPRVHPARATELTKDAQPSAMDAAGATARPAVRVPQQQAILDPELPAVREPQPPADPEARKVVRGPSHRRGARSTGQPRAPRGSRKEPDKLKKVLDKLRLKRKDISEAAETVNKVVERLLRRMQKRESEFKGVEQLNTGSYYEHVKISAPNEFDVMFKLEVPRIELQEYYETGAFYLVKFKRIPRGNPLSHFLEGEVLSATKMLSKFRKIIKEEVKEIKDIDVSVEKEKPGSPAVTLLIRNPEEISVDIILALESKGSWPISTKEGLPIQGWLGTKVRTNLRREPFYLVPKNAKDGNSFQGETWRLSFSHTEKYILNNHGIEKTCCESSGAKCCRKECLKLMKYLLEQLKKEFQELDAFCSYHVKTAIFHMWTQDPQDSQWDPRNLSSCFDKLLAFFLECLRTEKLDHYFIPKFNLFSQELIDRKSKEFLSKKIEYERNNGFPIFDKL
# * marks the source's active call; other numbers are inactive results; & = joins results of further samples.
# Start of the data: the first two records, to show the layout:
structure	mcGAS MS inh
CC(C)C(=O)NCCCn1nc(-c2ccccc2)ccc1=O	5
CC(C)(NS(=O)(=O)c1cccs1)c1ccc(Br)cc1	-3

# The listing, repeating the preview:
structure	mcGAS MS inh
CC(C)C(=O)NCCCn1nc(-c2ccccc2)ccc1=O	5
CC(C)(NS(=O)(=O)c1cccs1)c1ccc(Br)cc1	-3
O=C(CCC1CCCN(Cc2ccc(Cl)s2)C1)NC1CC1 (centres undefined)	4
Cc1nc(N2CCCC2C(=O)NC2CCc3ccccc32)nc2cc(S(C)(=O)=O)ccc12 (centres undefined)	-9
N#CC1(N2CCNCC2)CCCCC1	-12
COc1ccc2nc(C(=O)NC(C)C)ccc2c1	-16
C=CCn1c(=O)c2c(nc3n(-c4cccc(Cl)c4)c(C)cn23)n(C)c1=O	-6
CO[C@H]1COC[C@@H]1NC(=O)c1ccc(CSc2ncccn2)o1	-28

# (further entries)
structure	mcGAS MS inh
Cn1c(C(=O)NC2CCCCCC2)cc2c(=O)n3ccccc3nc21	-4
CC(=O)Nc1nc(C)c(C(C)=O)s1	-24
Cc1cc(=O)[nH]c(NN=CC2CC=CCC2)n1 (centres undefined)	-1
Cc1ccc(N2CCC(CNC3CCN(C(=O)c4ccccc4)CC3)C2)cc1 (centres undefined)	-13
NC(N)=Nc1nc2cc3c(cc2[nH]1)OCCCO3	-5
CCOC(=O)C1C(=COCCN)NC(C)=C(C(=O)OC)C1c1ccccc1Cl (centres undefined)	-3&0
COC(=O)CSc1nc2sc3c(c2c(=O)n1C)CCCC3	-1
O=C(CCCc1cccs1)N1CCN(c2ccccc2O)CC1	-6

# (listing goes on)
structure	mcGAS MS inh
Cc1cc(C(=O)COC(=O)C(C#N)=Cc2ccco2)c(C)n1C1CC1	-6
NCc1ccc(COC2CCOCC2)cc1	-6
CC(=O)NCCOc1ccc(C(=O)N2C[C@@H]3C4CCC(CC4)[C@@H]3C2)cc1	-17
CCCn1c(S(=O)(=O)C(C)C(=O)Nc2ccc(OC)c(OC)c2)n[nH]c1=O (centres undefined)	4
CCOC(=O)Cn1c(=NC(=O)c2ccccc2Br)sc2cccc(F)c21	-3
COC(=O)c1ccc(C)c(S(=O)(=O)N2CCN(C(=O)NC3CCCCC3)CC2)c1	-7
C=CCSc1nc2c(c(=O)[nH]c(=O)n2C)n1CCCc1ccccc1	-3
CCOc1cc(Cl)c(CN2CCN(c3ccc(C)nn3)CC2)cc1OC	-3

# Remaining list, next part:
structure	mcGAS MS inh
COc1ccc(C(C)=O)cc1CC(=O)NC(CN(C)C)c1ccccc1 (centres undefined)	6
COc1ccc(-c2[nH]nc3c2C(c2ccc(OC)cc2)C(C#N)C(=N)O3)cc1 (centres undefined)	-9
Cn1nnnc1SCCNC(=O)CC1COCCN1 (centres undefined)	-22
Cc1nc(NC(=O)N2CCN(C(C)(C)C(N)=O)CC2)sc1C	-27
NS(=O)(=O)c1ccc(NC=C2C(=O)OC3(CCCCC3)OC2=O)cc1	0
c1coc(-c2cc(CSc3nnc(-c4ccco4)n3C3CCCCC3)no2)c1	-7
COc1ccc(C)cc1-n1cnnc1C1CC(=O)N(C)C1 (centres undefined)	-25
Cc1ccc(S(=O)(=O)NCC2CCN(c3ccccc3)C2)c(C)c1 (centres undefined)	-5

# Next part.
structure	mcGAS MS inh
CC(=O)N1CCN(C)CC1	-16
CC(C)NC(=O)Cn1c(CO)cnc1SCC(=O)N1CCc2ccccc21	0
Cc1ccc(Sc2ccc(S(=O)(=O)NCC(C)(C)N3CCOCC3)cc2)cc1C	-4
COc1ccc(N2C(=O)C(Cl)=C(Nc3ccc(C(C)C)cc3)C2=O)cc1	-3
CCOn1c(=O)c(-c2ccco2)[n+]([O-])c2ccccc21	-4
Cc1ccccc1C1(O)CCN(Cc2ccc(Sc3nncn3C)o2)C1 (centres undefined)	-6
Cc1ccn2c(NC(C)(C)CC(C)(C)C)c(-c3ccc(O)cc3)nc2c1	-4
CN1C(C)(C)CC(NC(=O)CN2C(=O)C(c3ccccc3)NC(=O)c3ccccc32)CC1(C)C (centres undefined)	-3

# Sorted by length of the SMILES (rising): some entries from above.
structure	mcGAS MS inh
CC(=O)N1CCN(C)CC1	-16
Cc1ccccc1C1(O)CCN(Cc2ccc(Sc3nncn3C)o2)C1 (centres undefined)	-6
COc1ccc(N2C(=O)C(Cl)=C(Nc3ccc(C(C)C)cc3)C2=O)cc1	-3

# Next compounds follow.
structure	mcGAS MS inh
Clc1ccc(C2=Nc3ncnn3C(c3ccc(Cl)cc3Cl)C2)cc1 (centres undefined)	-12
Cc1oc(C)c(C(=O)NC2(c3ccccc3)CCC2)c1Br	-18
Cc1cccc(NC(=S)NC(C)(C)C)c1	-4
Cn1c(=O)c2c(nc3n2CC(c2ccccc2)=NN3Cc2ccccc2)n(C)c1=O	-9
CCOc1ccc(CN(C(=O)c2cccc(-n3cnnc3)c2)C2CC2)cc1	-7
Cc1c(Cl)ccc2sc(NCCN(C)C)nc12	-4
CCn1cc(C(CC(=O)O)c2ccc3c(c2)OCO3)c2ccccc21 (centres undefined)	-4
O=S1(=O)CCC(NS(=O)(=O)c2ccc(Cl)c(Cl)c2)C1 (centres undefined)	-4

# Continuation.
structure	mcGAS MS inh
Cn1cccc1C1(C(F)(F)F)NN(c2ccccc2)C(=N)C1C#N (centres undefined)	-3
CCO/C=C1\C(=O)N(c2ccc(C)cc2)C(=O)c2ccccc21	-9
Cc1cnccc1CN(C)Cc1cc2n(n1)CCNC2	1
CC(=O)Nc1ccc(Oc2ccccc2C#N)c(F)c1	-1
CS(=O)(=O)CCNc1cc2ccccc2c(Cl)n1	-9
Cc1nnsc1CN(C)C(=O)C(=O)c1ccco1	-10
CN1CC(C(=O)Nc2ccc(=O)n(Cc3ccccc3)c2)CC1=O (centres undefined)	-4
COc1coc(C(=O)Nc2ccc(F)c(F)c2)cc1=O	0

# Later entries:
structure	mcGAS MS inh
COc1cn(C)c(C(=O)Nc2ccc(Cl)cc2)cc1=O	-7
Cc1cnccc1NCCNC(=O)c1cnn2c1CCCC2	-34
CCN(CC)c1ncccc1CNC(=O)c1ccnc(NC)c1	-2
CC1C2CC(C(CN(C)C)/C2=N\O)C1(C)C (centres undefined)	-24
CCOC(=O)CSc1nnc(NCC(=O)OC)c(=O)[nH]1	-34
C=CCn1nnc(NC(=O)c2ccc(C)cc2)n1	-14
COc1ccc(CCC(=O)N2CCCC(Nc3ccccc3)C2)cc1OC (centres undefined)	-2
O=C(CCN1C(=O)NC2(CCCC2)C1=O)N=c1sccn1Cc1ccccc1	-7

# Later entries:
structure	mcGAS MS inh
CCOC(=O)c1sc2nc(CN(C)Cc3cccc(Cl)c3)[nH]c(=O)c2c1C	7
CCOc1ccc2[nH]c(=O)c(CN3C[C@H](O)[C@@H](N4CCOCC4)C3)cc2c1	-4
O=C(CCCC1CCCCC1)NS(=O)(=O)c1cccc2nsnc12	2
COc1ccc(-c2cc(C(=O)NCC3(O)CCCNCC3)[nH]n2)cc1 (centres undefined)	-19
COc1ccc(-c2nc3ncc4c(=O)n(CC5CCCO5)ccc4n3n2)cc1 (centres undefined)	-11
O=C1CN(c2ccccc2)C(=O)N1Cc1ccc(F)cc1	-7
Fc1ccc(C2CCCN2c2nc(C3CC3)no2)cc1 (centres undefined)	-2
C/C=C/c1cnc(-c2cccnc2)nc1C1CCN(C(=O)[C@H]2C[C@@H]3C=C[C@H]2C3)CC1	-2

# A run of entries of the results above, as a working copy:
structure	mcGAS MS inh
CC(C)C(=O)NCCCn1nc(-c2ccccc2)ccc1=O	5
CC(C)(NS(=O)(=O)c1cccs1)c1ccc(Br)cc1	-3

# More compounds
structure	mcGAS MS inh
COC(=O)C1CCN(CC(O)COc2ccc(CN(C)Cc3cccnc3)cc2)CC1 (centres undefined)	-10
COc1ccc(CNC(=O)CCC2CCCN(C(=O)c3csc(C)n3)C2)c(OC)c1 (centres undefined)	-14
COc1cccc(/C=C2N=C(/C=C/c3ccccc3)OC/2=O)c1OC	-9
CC1=C(C(=O)OCCOc2ccccc2)C(c2ccc3c(c2)OCO3)NC(=O)N1 (centres undefined)	1
CCCCOc1ccc(S(=O)(=O)n2nc(C)c(S(=O)(=O)N3CCCCC3)c2C)cc1	-6
COc1ccc(-n2c(=O)c3c4c(sc3n3cnnc23)CC(C)CC4)cc1 (centres undefined)	2
O=C1OC(C23CC4CC(CC(C4)C2)C3)=NC1=Cc1ccc2c(c1)OCCO2	-2
CC(=O)C1=C(c2ccc(C)cc2)N(C(C)=O)n2c(nnc2-c2ccc(Cl)cc2)S1	-4

# (cont.)
structure	mcGAS MS inh
CS(=O)(=O)c1ncc(CN2CCC[C@H]2C(N)=O)n1CCCc1ccccc1	-4
O=C(COc1ccc(Cl)c(Cl)c1)NC1CC1	-7
Cn1c2c(c(=O)n(C)c1=O)C(c1cccc3ccccc13)C1C(=O)CCCC1=N2 (centres undefined)	-9
Cc1ccc(CNC(=O)Cn2nnnc2CN2CCCC2)s1	-3
CN(Cc1cnn(-c2ccc(F)cc2)c1)Cc1nc(-c2cccc(Cl)c2)no1	-8
CCCC(NC(=O)C(C)(C)NC(=O)c1cccs1)c1cccs1 (centres undefined)	-11
O=C1C(c2ccc(F)cc2)C(c2ccccc2)N(c2ncn[nH]2)C1O (centres undefined)	-3
COc1cc(NC(=O)c2ccc3c(c2)OCO3)c(OC)cc1Cl	-3

# (next part)
structure	mcGAS MS inh
CC1Cc2cc(-c3cc(COC(=O)CSc4ncccn4)no3)ccc2O1 (centres undefined)	-2
O=C1Nc2ccccc2NC12CCN(Cc1cc3n(n1)CCNC3)CC2	-14
c1cncc(CCNc2nccn3ccnc23)c1	-2
NC(=O)c1ncc(Cl)c(Cl)c1Cl	-3
CC(C)NC(=O)CN(C)C(c1ccccc1)c1nc(-c2ccccc2)no1 (centres undefined)	2
CCCCNC(=O)C1CN(C(=O)CC(C)(C)C)CC1c1ccc(F)cc1 (centres undefined)	-5
COc1ccc(S(=O)(=O)N2CCN(C(=O)c3ccc(-c4nnco4)cc3)CC2)cc1OC	-1
Nc1nonc1C(=O)NCCNCc1cccs1	3

# Additional entries.
structure	mcGAS MS inh
O=C(NCCc1nc2c(s1)CCCC2)c1cc(=O)c2ccccc2o1	-15
Cc1ccc(S(=O)(=O)n2nc(C)c(S(=O)(=O)N3CCCCC3)c2C)cc1C	-4
COCCn1c(C)cn2c3c(=O)n(CCC(C)C)c(=O)n(C)c3nc12	-8
Cc1ccccc1Oc1ncccc1CNC(=O)c1cnn2ccn(C)c12	-31
Cc1cc2c(=O)n(C)c(SCC(=O)Nc3ccc4c(c3)OCCO4)nc2s1	2
CN1CCN(N=C2C(=O)Nc3ccc(Br)cc32)CC1	-11
COC(=O)c1ccsc1-c1sccc1C(=O)OC	-12
Cn1ncc(Br)c1C(=O)Nc1nccs1	10

# The list continues:
structure	mcGAS MS inh
CC(C(=O)NC1CCCC1)N(C)CC(=O)Nc1ccc(Cl)c(C(F)(F)F)c1 (centres undefined)	-3
CCc1c(C)sc2c1c(=O)[nH]c1c(-c3ccccc3)c(O)cn12	-14
CC1=CC2C(C(C)C)CCC(C)(O)C2CC1 (centres undefined)	-6
CCCCOc1ccc(C(=O)NCc2nnc(SCC(=O)Nc3ccccc3C(F)(F)F)n2-c2ccccc2)cc1	-1
CC(=O)c1ccc2c(c1)N(Cc1ccc3ccccc3c1)C(=O)C(C)S2 (centres undefined)	-1
CC(=O)Nc1ccc(Oc2ccc(C#N)cn2)cc1	-16
Cc1cc(C)n2cc(CSc3nc4nc(-c5cccs5)cc(C(F)(F)F)c4c(=O)[nH]3)nc2n1	-8
O=c1c2ccccc2c2nc3c(c(-c4cccnc4)c12)c(=O)c1ccccc13	1

# New compounds follow:
structure	mcGAS MS inh
CN1c2ccccc2-c2nc3ccccc3n2C1c1ccccn1 (centres undefined)	1
CN(C1CCN(Cc2ccccc2)CC1)[C@@H]1CS(=O)(=O)C[C@H]1O	-17
Cc1ccsc1[C@@H]1CCN(C(=O)CCN2Cc3ccccc3C2=O)C[C@H]1O	-9
COc1cccc(C(=O)Nn2cnc3c(cnn3-c3ccc(C)cc3)c2=O)c1	-3
CNC(=S)NCc1ccc2c(c1)cc(C)n2C	6
CCc1cc2c(c(CC)n1)CCC(=O)N2Cc1ccc(-c2ccccc2-c2nn[nH]n2)cc1	14
CS(=O)(=O)N1CCN(S(=O)(=O)CCNC(=O)C2c3ccccc3Oc3ccccc32)CC1	-6
Cc1nonc1CN(C)Cc1ccc(C(=O)Nc2c(C)nn(C)c2C)cc1	-12

# 4 of these compounds, set out differently:
SMILES: CC(C(=O)NC1CCCC1)N(C)CC(=O)Nc1ccc(Cl)c(C(F)(F)F)c1 (centres undefined)
  mcGAS MS inh = -3

SMILES: COc1ccc(-c2cc(C(=O)NCC3(O)CCCNCC3)[nH]n2)cc1 (centres undefined)
  mcGAS MS inh = -19

SMILES: COc1ccc(C)cc1-n1cnnc1C1CC(=O)N(C)C1 (centres undefined)
  mcGAS MS inh = -25

SMILES: COc1coc(C(=O)Nc2ccc(F)c(F)c2)cc1=O
  mcGAS MS inh = 0

# Next records follow.
structure	mcGAS MS inh
CCOC(=O)c1cccc(=O)c2c(C)n(CC3CCCO3)c(C)c12 (centres undefined)	-23
COc1cccc(NC(=O)CCC2CCN(C(=O)C(C)n3cncn3)CC2)c1 (centres undefined)	-10
CCONC(=O)c1cc2cc(OC)cc(OC)c2[nH]1	13
COc1ccc2ccccc2c1/C=C1\N=C(c2ccccc2)OC1=O	-1
CCCOC(=O)c1c(NC(=O)c2c(-c3ccccc3)noc2C)sc2c1CCC(C)C2 (centres undefined)	-4
Cc1ccc(-c2nnc(C(C)Sc3nnc(N)s3)o2)cc1 (centres undefined)	-11
Cc1cc(C(=O)N2CCCS2(=O)=O)c(C)s1	-33
O=C(OC1CC2CCC1C2)C1CC(=O)N(C2CCCC2)C1 (centres undefined)	-5

# These rows are one share of the data, so the mix of outcomes need not match the whole.
